Source: PubChem
LDHA inh: blocks human lactate dehydrogenase A; P00338; purified LDHA, NADH/diaphorase-resazurin fluorescence; stronger effect = lower value; activity change, % (values are at about 110 or 230 µM); 0.15% of 480,000 active; AID 1347041; in the data active = activity change below about -30%; inconclusive = mostly about -25% to -30%;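 also: plate controls were DMSO wells for no effect and wells without enzyme for full effect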
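Enzyme activity of human lactate dehydrogenase 5 (2 nM; 0.06 mM NADH, 0.2 mM pyruvate, 5 min, RT) is measured via a resazurin/diaphorase fluorescence readout of residual NADH.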
RGS4 inh: human RGS4 inhibition; Potency, µM (highest dose often 114 µM), inactives show top-dose activity change, negative = inhibition, most hits filed as inhibitors; P49798; Transcreener GDP fluorescence polarization, RGS4-accelerated GTP hydrolysis; AID 504845; 0.039% of 390,000 active; also: potency is read from the fitted curve at half-maximal effect; % is scaled to controls: 0 for no effect and ±100 for the full control effect; nearly all actives have a fitted effect of over 75% in size; some results filed as inactive show a strong effect at the top dose
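MLSMR compounds (23 nl, pin-transferred) preincubated 10 min at room temperature with a 500nM (2x) first reagent, then RGS4 at 900nM (2x) plus Transcreener GDP mix added; fluorescence polarization (620/688 nm) read before and after 90 min at 30 °C.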
12-LOX inh: ALOX12 (human) lipoxygenase inhibition; purified 12hLO, xylenol orange hydroperoxide absorbance; Potency, µM (doses to about 108 µM), for inactives: top-dose activity change, negative = inhibition, hits mostly inhibitors; P18054; 1.1% of 580,000 active; also: potency is read from the fitted curve at half-maximal effect; % is scaled to controls: 0 for no effect and ±100 for the full control effect
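Purified human 12hLO (150 nM final) in 25 mM Hepes, 0.01% Triton X-100, pH 7.0 was preincubated 15 min at room temperature with compound. Then 40 uM arachidonic acid was added, 30 min. Hydroperoxide was read by Fe-XO absorbance ratio 573/405 nm.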
D2 ag: D2 dopamine receptor (human) agonism | P14416 | HEK293 T-REx D2 cells, calcium flux agonist mode | activation, % at 2 µM | 0.53% of 340,000 active;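 active = activation over 3 SD above normal in the single-dose calcium agonist read, cut at about 30% in these data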; also: 0% is about no effect
Target sequence (P14416 whole entry, looked up): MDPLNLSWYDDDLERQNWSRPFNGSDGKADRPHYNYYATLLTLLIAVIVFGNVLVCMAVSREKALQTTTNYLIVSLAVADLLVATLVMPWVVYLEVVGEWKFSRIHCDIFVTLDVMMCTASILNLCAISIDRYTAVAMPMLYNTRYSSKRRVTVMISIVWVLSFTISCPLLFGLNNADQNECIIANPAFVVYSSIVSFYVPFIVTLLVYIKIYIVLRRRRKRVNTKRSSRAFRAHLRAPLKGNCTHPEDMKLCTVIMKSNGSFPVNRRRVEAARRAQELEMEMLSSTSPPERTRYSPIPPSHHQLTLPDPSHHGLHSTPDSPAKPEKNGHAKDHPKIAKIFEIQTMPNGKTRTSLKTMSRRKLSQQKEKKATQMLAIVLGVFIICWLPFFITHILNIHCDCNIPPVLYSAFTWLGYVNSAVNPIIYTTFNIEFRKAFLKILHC
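Tetracycline-induced HEK293 T-REx cells with force-coupled D2 receptor, plated overnight at 30 C, loaded with no-wash calcium dye. After a 10 s baseline, compound was pin-added and calcium flux read kinetically for 180 s; calcium rises flagged agonists.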
Vif-APOBEC3F blk: Vif-A3F binding inhibition. HeLa A3F-eYFP + Vif (tagged APOBEC3F with the HIV-1 protein that degrades it), YFP fluorescence increase. Potency, µM (doses to about 46.1 µM), inactives show at the top dose activity, negative = active. 0.2% of 390,000 active; also: potency is read from the fitted curve at half-maximal effect; % of control where 0% means no effect; nearly all actives have a fitted effect of over 65% in size
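HeLa cells stably expressing Vif plus C-terminally eYFP-tagged A3F were seeded, incubated overnight at 37 deg C, dosed with compound, incubated overnight again at 37 deg C. Yellow fluorescence (Ex 488/Em 500-530) reported blocked Vif-mediated A3F-eYFP degradation.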
Vif-A3G inh: Vif-A3G binding inhibition; Q9HC16; HeLa A3G-eYFP + Vif (tagged APOBEC3G with the HIV-1 protein that degrades it), YFP fluorescence, overnight; Potency, µM (titrated, usually from 46.1 µM), inactives show at the top dose activity, negative = active, usual class: inhibitors; 0.076% of 410,000 active;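 also: potency is read from the fitted curve at half-maximal effect; % is scaled to controls: 0 for no effect and ±100 for the full control effect; nearly all actives have a fitted effect of over 60% in size; hits raise eYFP signal because A3G escapes Vif-driven loss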
Target sequence (Q9HC16 whole entry, looked up): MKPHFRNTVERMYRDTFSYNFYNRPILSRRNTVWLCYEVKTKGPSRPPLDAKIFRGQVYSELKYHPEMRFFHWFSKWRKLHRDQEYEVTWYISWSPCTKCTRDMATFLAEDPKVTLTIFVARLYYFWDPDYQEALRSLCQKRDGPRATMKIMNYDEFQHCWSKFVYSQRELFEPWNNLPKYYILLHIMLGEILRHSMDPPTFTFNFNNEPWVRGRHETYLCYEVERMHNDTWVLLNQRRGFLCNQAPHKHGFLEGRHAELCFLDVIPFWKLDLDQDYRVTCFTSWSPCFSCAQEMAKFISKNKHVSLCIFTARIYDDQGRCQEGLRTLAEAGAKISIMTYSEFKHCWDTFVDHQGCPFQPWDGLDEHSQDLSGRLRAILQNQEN
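HeLa cells stably expressing Vif and C-terminally eYFP-tagged A3G, seeded overnight at 37 deg C, then exposed to compound by pintool overnight at 37 deg C. Rise in yellow fluorescence (Ex 488/Em 500-530, Acumen) marks blocked Vif-driven A3G degradation.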
D2 antagonist: antagonizes the human D2 dopamine receptor | 2% of 340,000 active | AID 485344 | P14416 | inhibition, % at 10 µM | HEK293 TREx D2 cells, calcium flux, dopamine EC80; in the data active = inhibition above about 30%; also: 0% is about no effect
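HEK293 T-REx D2 cells, tet-induced, calcium dye no-wash. Cpd pintool add, 180 s kinetic, then EC80 DA, 180 s kinetic. Ca flux read.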
ERG Ets-DNA blk: blocks human ERG Ets domain binding to DNA. fluorescence polarization, His-ERG Ets domain / labelled DNA. Potency, µM (doses to about 76.9 µM), without a hit: top-dose FP activity, negative = inhibition, hits mostly inhibitors. 0.028% of 370,000 active. AID 624246; active = well fitted inhibition curve with a large enough effect in the polarisation, with a control signal flat; inconclusive = small, poorly fitted or top-dose-only effect, or effect the other way, or a change in a side signal; inactive = no such curve, though single readings can be large or run the other way; the % refers to the polarisation;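 also: polarization taken with two DNA probes labelled with fluorescein and Texas red; potency is read from the fitted curve at half-maximal effect; % of control where 0% means no effect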
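His-tagged ERG Ets domain (1 uM in the protein solution; 300mM KCl, 50mM Tris-HCl, 1mM EDTA, 1mM DTT, pH 7.5) received compound, then a probe mix of 5 nM fluorescein-DNA and 100nM Texas-615-DNA. Fluorescence polarization was read for both dyes.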
GRP78 ERSR act: inducers of ER stress response in human glioma cells | AID 602332 | Potency, µM, for inactives: top-dose activation, usual class: activators | 0.02% of 420,000 active | U87-MG GRP78 promoter luciferase reporter, 16 h; also: potency is read from the fitted curve at half-maximal effect; series mostly up to about 76 µM; % of control where 0% means no effect; nearly all actives have a fitted effect of over 35% in size
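Stably transfected U87-MG glioma cells carrying a GRP78-based luciferase sensor; 16 h compound incubation. Luminescence end-point read 10 min after Bright-Glo addition at room temperature.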
Active calls of the source: *; u = inconclusive; x = no result given; [ ] = remark or other dose. Unless noted, calls follow the shape of the dose curve; as a rule, active = well fitted curve in the direction sought with a large enough effect; inconclusive = small, poorly fitted or top-dose-only effect, or another doubt; inactive = no such curve, though single readings can be large; an effect the other way counts as inactive or inconclusive. These rows are one share of the data, so the mix of outcomes need not match the whole.

SMILES,LDHA inh,Vif-APOBEC3F blk,ERG Ets-DNA blk,GRP78 ERSR act,Vif-A3G inh,D2 antagonist,D2 ag,RGS4 inh,12-LOX inh
CCOc1cc(C2/C(=C(/O)c3ccc(S(=O)(=O)N4CCCCC4)cc3)C(=O)C(=O)N2CCOC)ccc1O (centres undefined),-4,-2%,11%,4%,3%,3,0.0,7%[56.9 µM],-11%
COCCn1cnc2c1c(=O)n(Cc1ccc(Br)cc1)c(=O)n2Cc1ccccc1,-15,-2%,-9%,0%,-2%,-12,0.7,11%,-8%
COc1cccc(C=Nc2ccc3c(c2)CCC3)c1O,3,1%,0%,-1%,-4%,5,-0.6,4%,17%
Cc1ccc(NC(=O)COC(=O)c2ccc[n+]([O-])c2)c(Br)c1,-1,6%,1%,5%,3%,x,x,16%,166%[activator]
O=C(Nc1ccccc1[N+](=O)[O-])c1csnn1,-11,-20%,1%,-5%,-2%,x,x,-20%,2%
COc1ccc(NC(=O)CC(NCc2ccccn2)C(=O)O)cc1 (centres undefined),1,4%,-9%,-2%,-7%,x,x,-7%,-6%
Cc1ccc(C(=O)Nn2cnnc2)cc1,-3,u,-6%,3%,3%,0,0.0,-23%,24%
CC1=C(C(=O)OCC(C)C)C(c2cccs2)NC(=S)N1 (centres undefined),0,u,8%,-8%,-4%,-17,-2.5,-41%,u
CCn1nc(C)c(CNC(=O)C2CCC(=O)N(CCc3ccc(OC)cc3)C2)c1C (centres undefined),-7,6%,7%,2%,1%,-13,0.0,-4%[56.9 µM],11%
Nc1nc2ccccc2n1S(=O)(=O)c1ccc(Cl)cc1,-10,x,x,-3%,0%,x,x,x,4%
COc1ccc(C(=O)NCC(c2ccc(N(C)C)cc2)N2CCc3ccccc32)c(OC)c1 (centres undefined),-5,4%,2%,-4%,3%,x,-1.3,28%,-22%
CC(C)C(NS(=O)(=O)c1cccs1)C(=O)NCCN1CCN(c2ccccc2)CC1 (centres undefined),-3,4%,3%,-3%,1%,-7,7.8,3%,x
Cc1ccc(C(=O)O/N=C(\N)c2ccccn2)c(C)c1,-6,6%,-2%,-14%,-6%,4,-0.4,9%,4%
C/C(=N\NC(=O)c1ccccc1O)c1ccc(NC(=O)c2ccccc2)cc1,3,-7%,0%,2%,2%,x,x,3%,-4%
CCS(=O)(=O)N1Cc2ccccc2CC1C(=O)Nc1ccc(C)cc1 (centres undefined),0,-3%,-6%,-2%,1%,-30,0.2,-5%,u
CCOc1ccccc1N1C(=O)CC(Sc2n[nH]c(-c3ccccc3)n2)C1=O (centres undefined),-10,-14%,5%,-10%,0%,-9,1.5,u,-21%
CN1CCN(c2ccc(NC(=O)c3ccc([N+](=O)[O-])o3)cc2Cl)CC1,12,-1%,-4%,-8%,u,5,1.6,-8%,-4%
O=C(c1cc(=O)[nH]c2ccccc12)N1CCN(c2ccc([N+](=O)[O-])cc2)CC1,-7,-5%,-2%,-2%,-8%,18,0.7,-12%,-7%
CCCCCN(C(=O)CCC(=O)OCc1ccccc1Cl)c1c(N)n(CCCC)c(=O)[nH]c1=O,5,0%,15%,-5%,-4%,-7,-0.4,-10%,-30%
Cc1cccc(NC(=O)CN2CCN(C(=O)CN3C(=O)NC4(CCCCC4C)C3=O)CC2)c1C (centres undefined),-2,-4%,2%,-4%,0%,x,x,-3%,54%[activator]
COc1cc(C(=O)NC2CCN(C)CC2)ccc1Nc1ncc2c(n1)N(C1CCCC1)CCC(=O)N2C(C)C,-4,-12%,13%,-6%,-12%,x,x,15%,u
CCCCCCOc1ccc(C(=O)O)cc1,-1,3%,5%,-5%,-3%,3,-0.3,-9%,7%
C=C1CCN([C@@H](CC(C)C)C(=O)NCCC(C)C)S(=O)(=O)c2ccccc21,0,5%,-15%,4%,2%,x,x,17%,-8%
N#C/C(=C\c1ccc(-c2cccc(Cl)c2)o1)C(=O)Nc1cccc(C(F)(F)F)c1,-8,u,2%,0%,2%,x,-0.7,-8%,-22%
COc1cc(NC(=O)C2CC(=O)NC3=C2C(=O)CCC3)cc(OC)c1 (centres undefined),-4,1%,-2%,-4%,3%,-2,0.0,-11%,4%
CCN(CC)C(=O)/C(=C\c1cccc([N+](=O)[O-])c1)NC(=O)c1ccco1,-5,7%,x,-4%,-4%,-11,0.7,-6%,-3%
COc1cc2nc(C3CCC3)n(N)c(=O)c2cc1OC,2,-5%,10%,0%,-3%,x,x,-16%,32%[activator]
CCOc1ccc(CCNC(=O)Cn2nc(CC)n3c(cc4sccc43)c2=O)cc1,-12,11%,1%,-2%,5%,x,0.3,19%,-24%
CC(C)N(C(=NCc1ccccc1)NC(=O)c1ccccc1)C(C)C,3,0%,-8%,-5%,0%,17,0.9,-2%,16%
CN(CC(=O)NCC1CCCCC1)S(=O)(=O)c1ccc(Cl)cc1,-7,-7%,-10%,-6%,2%,12,0.0,-1%,2%
C/C=C(\C)C(=O)N1CC2(CC(c3cccc(NC(=O)COc4ccc(Cl)cc4)c3)=NO2)C[C@@H]1C(N)=O (some centres undefined),3,7%,-4%,0%,1%,x,x,-6%,-3%
Cc1cccc(-n2c(SCC(=O)NCc3ccc4c(c3)OCO4)nc3ccccc3c2=O)c1,-13,12%,2%,-5%,-1%,-5,-0.9,34%,12%
S=c1[nH]nc(CSCc2ccccc2Cl)n1C1CCCCC1,-4,3%,-6%,-4%,5%,-14,-0.4,-18%,45µM*
CC1(C)NC(=O)N(CC(O)CN2CCCCC2)C1=O (centres undefined),-10,3%,-11%,-4%,1%,-4,0.5,6%,-20%
COc1ccc(CCNC(=O)C23CN(Cc4ccccc4)CC2C(c2cccc([N+](=O)[O-])c2)=NO3)cc1 (centres undefined),-3,4%,-3%,-2%,0%,x,-0.4,-4%,u
Cc1ccc(N2CCN(C(=O)CCc3nc4ccccc4[nH]3)CC2)c(C)c1,-18,3%,-1%,-1%,0%,5,2.2,9%,0%
COc1ccc(-c2cc3nc4c(c(=O)n3[nH]2)CCC4)cc1,-3,7%,0%,2%,1%,7,0.4,13%[11.4 µM],0%
O=C(/C=C/c1cccc([N+](=O)[O-])c1)NCCSCc1ccccc1Cl,-7,-9%,0%,-1%,-1%,-10,-0.9,11%,-28%

Reprinted at random: seven compounds from above.
SMILES,LDHA inh,Vif-APOBEC3F blk,ERG Ets-DNA blk,GRP78 ERSR act,Vif-A3G inh,D2 antagonist,D2 ag,RGS4 inh,12-LOX inh
C/C=C(\C)C(=O)N1CC2(CC(c3cccc(NC(=O)COc4ccc(Cl)cc4)c3)=NO2)C[C@@H]1C(N)=O (some centres undefined),3,7%,-4%,0%,1%,x,x,-6%,-3%
COc1ccc(CCNC(=O)C23CN(Cc4ccccc4)CC2C(c2cccc([N+](=O)[O-])c2)=NO3)cc1 (centres undefined),-3,4%,-3%,-2%,0%,x,-0.4,-4%,u
COc1ccc(-c2cc3nc4c(c(=O)n3[nH]2)CCC4)cc1,-3,7%,0%,2%,1%,7,0.4,13%[11.4 µM],0%
O=C(/C=C/c1cccc([N+](=O)[O-])c1)NCCSCc1ccccc1Cl,-7,-9%,0%,-1%,-1%,-10,-0.9,11%,-28%
S=c1[nH]nc(CSCc2ccccc2Cl)n1C1CCCCC1,-4,3%,-6%,-4%,5%,-14,-0.4,-18%,45µM*
Cc1cccc(-n2c(SCC(=O)NCc3ccc4c(c3)OCO4)nc3ccccc3c2=O)c1,-13,12%,2%,-5%,-1%,-5,-0.9,34%,12%
CC1(C)NC(=O)N(CC(O)CN2CCCCC2)C1=O (centres undefined),-10,3%,-11%,-4%,1%,-4,0.5,6%,-20%

Two entries from above in another layout.
COc1cccc(C=Nc2ccc3c(c2)CCC3)c1O
  LDHA inh = 3
  Vif-APOBEC3F blk = 1%
  ERG Ets-DNA blk = 0%
  GRP78 ERSR act = -1%
  Vif-A3G inh = -4%
  D2 antagonist = 5
  D2 ag = -0.6
  RGS4 inh = 4%
  12-LOX inh = 17%
CCN(CC)C(=O)/C(=C\c1cccc([N+](=O)[O-])c1)NC(=O)c1ccco1
  LDHA inh = -5
  Vif-APOBEC3F blk = 7%
  ERG Ets-DNA blk = x
  GRP78 ERSR act = -4%
  Vif-A3G inh = -4%
  D2 antagonist = -11
  D2 ag = 0.7
  RGS4 inh = -6%
  12-LOX inh = -3%
